PREPL inhibitor = PREPL enzyme inhibitors, primary screen, biochemical, fluorescence polarization | Prolyl endopeptidase-like (Homo sapiens), Q4J6C6 | recombinant PREPL, fluorescence polarization activity-based probe | inhibition, % at 5.96 µM | actives 0.68% (n = 320,000) | AID 2751, 2010; in the data active = inhibition above about 43%;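 also: 0% = enzyme with DMSO and 100% = wells lacking enzyme; many of its hits are not listed in these tables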
Target sequence (Q4J6C6 whole entry, looked up): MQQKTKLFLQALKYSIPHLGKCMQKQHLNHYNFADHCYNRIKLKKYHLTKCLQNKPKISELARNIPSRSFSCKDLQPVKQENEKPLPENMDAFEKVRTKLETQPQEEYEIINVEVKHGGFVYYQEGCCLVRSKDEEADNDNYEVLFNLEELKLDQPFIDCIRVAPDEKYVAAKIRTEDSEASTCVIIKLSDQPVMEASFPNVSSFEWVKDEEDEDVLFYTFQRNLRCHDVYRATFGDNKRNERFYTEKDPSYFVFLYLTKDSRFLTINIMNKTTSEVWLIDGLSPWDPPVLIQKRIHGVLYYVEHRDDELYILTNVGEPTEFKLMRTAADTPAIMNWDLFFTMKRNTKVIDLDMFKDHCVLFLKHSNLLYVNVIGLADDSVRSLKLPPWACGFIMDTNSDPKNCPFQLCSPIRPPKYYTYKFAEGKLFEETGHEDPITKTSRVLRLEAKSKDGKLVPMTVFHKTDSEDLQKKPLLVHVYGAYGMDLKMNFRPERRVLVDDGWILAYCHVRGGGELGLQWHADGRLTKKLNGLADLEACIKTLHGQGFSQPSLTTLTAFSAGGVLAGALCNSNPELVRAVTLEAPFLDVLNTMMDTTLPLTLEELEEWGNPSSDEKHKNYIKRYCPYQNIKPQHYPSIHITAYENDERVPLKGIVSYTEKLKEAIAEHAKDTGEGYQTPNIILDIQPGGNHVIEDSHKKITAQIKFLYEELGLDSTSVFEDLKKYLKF
Efflux pump mplx = inhibitors of Candida efflux pumps in yeast, primary screen, S. cerevisiae, Nile Red, multiplex; AID 485275, 2010; inhibition, % at 10 µM; actives 0.44% (n = 330,000); S. cerevisiae Candida pump triplex;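 active = plate passing quality check with inhibition over a set limit, or well fluorescence over plate mean plus 4 SD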;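 also: Nile Red retained in pooled yeast measured as flow cytometry median fluorescence; 0% = buffer negative control and 100% = Enniatin B positive control; higher means more Nile Red kept so more efflux inhibition; some compounds called inactive have numbers as strong as hits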
* marks the source's active call; other numbers are inactive results.

SMILES	PREPL inhibitor	Efflux pump mplx
COc1ccc(NC(=O)N(C)C[C@H]2Oc3c(NC(=O)Nc4ccccc4)cccc3C(=O)N([C@H](C)CO)C[C@@H]2C)cc1	16	-0.4
Cn1cnnc1SCC(=O)NCCC1=CCCCC1	4	0.3
Cc1[nH]c(SCC(=O)c2c(N)n(C)c(=O)n(C)c2=O)nc1Cc1ccccc1	23	0.1
Cc1cccc(C(=O)NCC(=O)OCC(=O)NC2CCCCC2)c1	14	-0.1
N#Cc1cccnc1N1CCN(C(=O)c2cccc3c2C(=O)c2ccc(-c4ccc(F)cc4OCc4ccccc4)cc2S3(=O)=O)CC1	6	-0.2
CN(c1ccc(OCC(=O)NC2CCC(O)CC2)cc1)S(=O)(=O)c1ccc(Cl)cc1 (configuration not stated)	5	-0.1
O=C(/C=C/c1ccc(S(=O)(=O)N2CCOCC2)cc1)Nc1ccc(F)c(F)c1F	10	-0.4
CC[C@H]1C/C=C\Cc2ccccc2[C@@H](C(=O)C[C@@H](O)CC(C)=O)OC1=O	5	0.2
O=C(COc1ccc(-n2cnnn2)cc1)Nc1ccc(F)cc1	16	-0.2
CC1CCCCC1NC(=O)NC(=O)COC(=O)c1nccnc1N (configuration not stated)	13	0.0
COc1cccc(C(=O)OCC(=O)NC23CC4CC(CC(C4)C2)C3)c1	5	-0.1
Cc1ccc(C)c(C(=O)CCC(=O)Nc2ccc(N3CCN(C)CC3)cc2C)c1	35	-0.1
COc1ccc(Cl)cc1NC(=O)COC(=O)c1cc(C)oc1C	4	-0.2
CC(=O)Oc1ccc(C#C/C=C2\c3ccccc3C(=O)N2c2ccccc2)cc1	14	0.2
CC(NC(=O)COC(=O)c1ccc[nH]c1=O)c1ccccc1 (configuration not stated)	20	0.4
CCOc1ccccc1/C=C/C(=O)N1CCN(C(=O)c2ccco2)CC1	13	-0.1
Cc1noc(C)c1NC(=O)Nc1cccc2c1O[C@@H](CN(C)Cc1ccc3c(c1)OCO3)[C@@H](C)CN([C@H](C)CO)C2=O	12	-0.4
CCOc1cc(N2CCOCC2)c(OCC)cc1NC(=O)c1cc(S(=O)(=O)N2CCOCC2)ccc1C	13	-0.1
COCc1c(C(=O)OCC(=O)c2ccc[nH]2)oc2ccccc12	8	-0.1
CCCCn1c(N)c(N(CC)C(=O)c2c(C)noc2C)c(=O)[nH]c1=O	26	0.0
Cn1c(N)c(C(=O)COC(=O)c2ccccc2C(=O)c2ccc(Cl)c([N+](=O)[O-])c2)c(=O)n(C)c1=O	8	-0.1
O=C(CCc1ccccc1)NNC(=O)c1ccncc1	5	0.0
C=CC[C@@H](CC(=O)N(CCO)Cc1ccccc1)C(=O)N[C@@H](C)COC(=O)[C@@H](CC=C)CC(=O)OC(C)(C)C	7	0.1
CCC1(c2ccc(F)cc2)NC(=O)N(CC(=O)N2CCN(C(=O)c3ccco3)CC2)C1=O (configuration not stated)	4	0.3
O=C(/C=C/c1cc(Br)ccc1F)OCC(=O)N1CCOCC1	3	-0.3
Next section
SMILES	PREPL inhibitor	Efflux pump mplx
CN(CC(=O)NCCc1ccc(S(N)(=O)=O)cc1)CC(=O)Nc1ccc(Cl)cc1	-21	0.1
Cc1ccc(NS(=O)(=O)c2cccc(C(=O)NC3CC3)c2)c(C)c1	2	0.0
CCCCN(C(=O)CSc1nc(CCC)cc(=O)[nH]1)c1c(N)n(Cc2ccccc2)c(=O)[nH]c1=O	19	0.3
CCN(C(=O)COC(=O)/C=C/c1ccco1)C1CCCCC1	0	-0.2
CCOC(=O)C1=C(C)NC(C)=C(C(=O)OCC)C1C(=O)OCC(=O)N1CCOCC1	0	0.0
CC(=O)c1ccc(-c2ccc(C(=O)Nc3nc(-c4ccccn4)cs3)o2)cc1	6	0.2
O=C(OCC(=O)c1ccc(Br)s1)c1ccc(O)cc1	-5	-0.1
O=C(COC(=O)c1cccs1)Nc1cccc(S(=O)(=O)N2CCCCC2)c1	16	0.2
CC(C)C[C@@H]1CN=C(N)N1C[C@@H]1CCCN1C[C@H](C)N1C[C@@H](Cc2ccccc2)N(CCCC2CCCC2)C1=N	52*	0.3
O=C(N1CCN(S(=O)(=O)c2ccc(Cl)cc2)CC1)n1ccnc1	1	-0.2
CN(Cc1ccccc1)C(=O)COC(=O)Cc1ccc(Cl)cc1	5	0.1
CC1(c2cccc(Br)c2)NC(=O)N(CC(=O)Nc2ccc3c(c2)OCCO3)C1=O (configuration not stated)	1	-0.1
CC1(C)C(=O)Nc2ccccc2N1C(=O)COC(=O)c1ccc([N+](=O)[O-])o1	7	0.0
Cc1cccc(N2CC(C(=O)Nc3ccccc3N3CCOCC3)CC2=O)c1C (configuration not stated)	4	0.2
COc1cccc(-c2sc3ccccc3c2-c2ccc(OCCN3CCCCC3)cc2)c1	4	0.0
CN(C(=O)CN1C(=O)c2ccccc2S1(=O)=O)C1CCCCC1	17	0.0
CS(=O)(=O)c1ccc(Cl)c(NC(=O)COC(=O)c2ccc(S(=O)(=O)N3CCCC3)cc2)c1	30	-0.1
CC(=O)c1ccc(N2CCN(C(=O)c3ccc4[nH]c(C)c(C)c4c3)CC2)cc1	22	0.1
C=CCOC(=O)c1ccccc1C(=O)OCC=C	13	0.0
CC1(c2ccccc2)NC(=O)N(CC(=O)Nc2ccc3c(c2)CCC3)C1=O (configuration not stated)	-33	-0.1
CC(=O)Nc1ccc(NC(=O)C(C)OC(=O)c2ccc(S(=O)(=O)N3CCCCC3)cc2)cc1 (configuration not stated)	-10	-0.4
O=C(C[C@H]1C/C=C\CCCC(=O)OC[C@H]2CCCN2C1=O)NCCO	9	0.0
COC(=O)[C@]1(Cc2ccccc2)N[C@H](CN(C)C(=O)Nc2ccc(C)cc2)[C@@H]2C(=O)N(C)C(=O)[C@@H]21	17	0.0
COc1cc(OC)cc(-c2sc3ccc(OC)cc3c2-c2ccc(O)cc2)c1	13	0.0
O=C(CNC(=O)c1ccc2c(c1)OCO2)NCc1cccs1	7	-0.2
The list continues.
SMILES	PREPL inhibitor	Efflux pump mplx
Cc1ccc(C2=CN(Cc3ccccc3)CCC2=O)cc1	-4	0.1
COc1ccc2c(C(=O)NCc3ccc4c(c3)OCO4)c(-c3ccc(S(C)(=O)=O)cc3)sc2c1	5	0.1
Cc1ccccc1Nc1nnc(SCC(=O)NCC2CCCO2)s1 (configuration not stated)	6	-0.3
COc1ccc(CN2CCN(C(=O)c3ccc4c(c3)CCC4)CC2)cc1OC	4	0.2
Cc1cc(C(=O)CSc2nnc(-c3ccco3)o2)c(C)n1C	16	-0.1
COc1ccccc1NC(=O)CSc1nncs1	8	-0.1
Cc1cc(C)n2nc(SCC(=O)N3CC(C)CC(C)C3)nc2n1 (configuration not stated)	19	-0.1
CN(C)S(=O)(=O)c1ccc(NC(=O)CSc2nnc(-c3ccco3)o2)cc1	34	0.3
COC(=O)C1=C(C)N(Cc2ccccc2)C(=NCc2ccccc2)N[C@H]1c1ccccc1	6	-0.3
O=C(OCc1cc(Cl)cc2c1OCOC2)c1cccnc1Cl	-9	0.0
CCOc1ccc(C(=O)NNC(=O)CN2C(=O)C3CC=CCC3C2=O)cc1OC (configuration not stated)	6	-0.1
Cc1noc(C)c1C(=O)NC(Cc1c[nH]c2ccccc12)C(=O)O (configuration not stated)	12	0.1
CCCn1c(SCC(=O)Nc2ccc(F)c(Cl)c2)nc(O)cc1=O	-1	-0.1
C[C@H](CO)N1C[C@H](C)[C@@H](CN(C)C(=O)Nc2ccccc2)Oc2c(cccc2N(C)C)C1=O	4	-0.4
CCN(C(=O)COC(=O)c1ccccc1O)c1cccc2ccccc12	-13	0.2
Cc1ccccc1CN(C)C(=O)COC(=O)c1ccc2[nH]c(C)c(C)c2c1	18	0.4
O=C(CNCc1ccccc1Cl)Nc1cc(S(=O)(=O)N2CCOCC2)ccc1Cl	35	-0.1
COc1ccc(S(=O)(=O)NCCc2ccccn2)cc1	12	0.0
CCn1nnc2cc(C(=O)OCC(=O)N(C)Cc3cccc(F)c3)ccc21	-16	0.1
Cc1ccccc1SCC(=O)NCC(c1ccc(F)cc1)N1CCOCC1 (configuration not stated)	9	0.1
O=c1oc(CCO)cc2ccccc12	0	-0.1
CSc1ncccc1C(=O)OCC(=O)NCCc1ccccc1	-5	0.1
COc1ccc(NC(=O)COC(=O)CCc2ccc(S(=O)(=O)N3CCOCC3)cc2)c(OC)c1	8	-0.2
C=CC[C@@H](CC(=O)N[C@H](CO)Cc1ccccc1)C(=O)NC[C@H](OC(=O)[C@@H](CC=C)Cc1ccc(F)cc1)c1ccccc1	-7	0.2
CC(NC(=O)c1ccc(S(=O)(=O)Nc2ccccc2Cl)cc1)c1ccncc1 (configuration not stated)	11	0.1

Another view of part of the listing above:
Structure | PREPL inhibitor | Efflux pump mplx
Cc1noc(C)c1C(=O)NC(Cc1c[nH]c2ccccc12)C(=O)O (configuration not stated) | 12 | 0.1
CCCn1c(SCC(=O)Nc2ccc(F)c(Cl)c2)nc(O)cc1=O | -1 | -0.1
C[C@H](CO)N1C[C@H](C)[C@@H](CN(C)C(=O)Nc2ccccc2)Oc2c(cccc2N(C)C)C1=O | 4 | -0.4
CCN(C(=O)COC(=O)c1ccccc1O)c1cccc2ccccc12 | -13 | 0.2
Cc1ccccc1CN(C)C(=O)COC(=O)c1ccc2[nH]c(C)c(C)c2c1 | 18 | 0.4
O=C(CNCc1ccccc1Cl)Nc1cc(S(=O)(=O)N2CCOCC2)ccc1Cl | 35 | -0.1
COc1ccc(S(=O)(=O)NCCc2ccccn2)cc1 | 12 | 0.0

The list goes on:
SMILES	PREPL inhibitor	Efflux pump mplx
C[C@H](CO)N1C[C@H](C)[C@@H](CN(C)C(=O)NC2CCCCC2)Oc2ccc(NC(=O)Nc3ccccc3)cc2C1=O	11	0.1
Cc1ccc(CNC(=O)c2ccc(N3CCC4(CC3)CC(c3cccc(Br)c3)=NO4)c(NC(=O)c3ccc(Cl)c([N+](=O)[O-])c3)c2)cc1	16	0.1
CC(NC(=O)c1ccco1)C(=O)N1CC=C(c2ccccc2)CC1 (configuration not stated)	3	0.0
C=CCC[C@@H](Cc1ccc(F)cc1)C(=O)OCCNC(=O)[C@@H](CC=C)CC(=O)N[C@H](CO)Cc1ccccc1	14	0.2
Cc1ccnc(NC(=O)c2cccc(S(=O)(=O)Nc3ccc(C)cc3C)c2)c1	1	-0.1
CC1CC(C)(C)CC2(C1)NC(=O)N(CC(=O)N1CCN(S(=O)(=O)c3cccc(F)c3)CC1)C2=O (configuration not stated)	16	-0.2
COC(=O)[C@]1(C)N[C@H](CN(C)S(=O)(=O)c2ccc(F)cc2)[C@@H]2C(=O)N(Cc3ccccc3)C(=O)[C@@H]21	2	-0.2
C[C@@H]1COC(=O)[C@@H](NC(=O)OCC2c3ccccc3-c3ccccc32)C/C=C\C[C@@H](CC(=O)N(CCO)Cc2ccccc2)C(=O)N1	29	-0.2
Cc1noc(C)c1S(=O)(=O)Nc1ccc2c(c1)C(=O)N([C@H](C)CO)C[C@@H](C)[C@@H](CN(C)Cc1ccc3c(c1)OCO3)O2	24	0.1
O=C(Cc1ccc([N+](=O)[O-])cc1)Nc1cccc(C(=O)N2CCOCC2)c1	8	-0.4
CC(C)(C)N(Cc1ccccc1)C(=O)COC(=O)C1CCCCC1	27	0.2
COc1ccc(/C=C/C(=O)OCC(=O)NC(C)CCc2ccccc2)cc1 (configuration not stated)	7	-0.1
COC(=O)c1ccc(CNC(=O)COC(=O)c2cc(Cl)ccc2O)cc1	-7	-0.5
CCCCC1(c2ccc(F)cc2)NC(=O)N(CC(=O)Nc2ccc(N3CCOCC3)cc2)C1=O (configuration not stated)	42	0.1
CC[C@@]1(C(=O)OC)N[C@H](CN(C)C(=O)C2CCCCC2)[C@@H]2C(=O)N(Cc3ccccc3)C(=O)[C@@H]21	13	0.7
COC(=O)C1=C(C)N(Cc2ccccc2)C(=NCc2cc(OC)c(OC)c(OC)c2)N[C@H]1CCc1ccccc1	18	0.8
COc1ccccc1C(=O)NC(=O)CSc1nnnn1C	2	0.2
CN1CCN(CC(C)(C)NS(=O)(=O)c2ccccc2)CC1	6	-0.1
CCC(C)Sc1ccc(-c2nc3ccc(Cl)cn3c2NCc2ccccc2)cc1 (configuration not stated)	17	0.0
C[C@@H]1CN([C@@H](C)CO)C(=O)c2cc(NC(=O)C3CC3)ccc2O[C@@H]1CN(C)C(=O)NC1CCCCC1	9	-0.2
C=CCC[C@@H](Cc1ccc(F)cc1)C(=O)OC[C@H](C)NC(=O)[C@@H](CC=C)CC(=O)N[C@@H](CO)Cc1ccccc1	13	0.4
CC(C)COc1cccc(C(=O)N(C)CC(=O)Nc2cccc3ccccc23)c1	12	0.0
COc1ccc(-c2nc3ccc(Cl)cn3c2NC2CCCCC2)cc1SC1CCCCC1	15	-0.4
O=C(CSc1nnc(NC2CC2)s1)c1ccc[nH]1	1	0.1
CC(=O)Nc1ccc(NC(=O)COC(=O)Cn2cnc3ccccc32)cc1	4	-0.1
CC(C)NC(=O)N(C)C[C@H]1Oc2c(NS(=O)(=O)c3ccc(F)cc3)cccc2C(=O)N([C@H](C)CO)C[C@@H]1C	9	-0.2
CC1CN(S(=O)(=O)c2ccc(C(=O)N(C)C3CCCCC3)cc2)CC(C)O1 (configuration not stated)	10	0.3
O=C(Cn1cc([N+](=O)[O-])ccc1=O)N1CCc2ccccc2C1	23	-0.3
O=C(Cc1c(F)cccc1Cl)OCC(=O)N1CCc2ccccc21	-8	0.1
Cn1cccc1C(=O)Nc1ccc(N2CCOCC2)cc1	21	0.6

Whole records, quoted from the list.
C=CCC[C@@H](Cc1ccc(F)cc1)C(=O)OC[C@H](C)NC(=O)[C@@H](CC=C)CC(=O)N[C@@H](CO)Cc1ccccc1 reads PREPL inhibitor: 13; Efflux pump mplx: 0.4
CN1CCN(CC(C)(C)NS(=O)(=O)c2ccccc2)CC1 reads PREPL inhibitor: 6; Efflux pump mplx: -0.1

Not all compounds are listed, so the mix of outcomes need not match the whole.
